ERG-DNA inh: blocks human ERG Ets domain binding to DNA; P11308; fluorescence polarization, His-ERG Ets domain / labelled DNA; Potency, µM (series often up to 76.9 µM), for the others: at the highest dose FP activity, negative = inhibition, hits mostly inhibitors; 0.028% of 370,000 active; active means well fitted inhibition curve with a large enough effect in the polarisation, with a control signal flat; inconclusive means small, poorly fitted or top-dose-only effect, or effect the other way, or a change in a side signal; inactive means no such curve, though single readings can be large or run the other way; the % refers to the polarisation;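 further: polarization taken with two DNA probes labelled with fluorescein and Texas red; potency means the concentration at half of the fitted maximal effect; % of control where 0% means no effect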
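His-tagged ERG Ets domain (1 uM in the protein solution; 300mM KCl, 50mM Tris-HCl, 1mM EDTA, 1mM DTT, pH 7.5) received compound, then a probe mix of 5 nM fluorescein-DNA and 100nM Texas-615-DNA. Fluorescence polarization was read for both dyes.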
PI4K2A block: blocks human PI4K2A kinase activity | purified PI4K2A, ADP-Glo luminescence, 1 h; stronger effect = lower value | Q9BTU6 | activity change, negative = inhibition, % at 76.9 µM | 0.13% of 420,000 active; in the data active means activity change below about -50%; inconclusive means mostly about -30% to -49%;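 further: -100% = wells without enzyme as full effect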
Target sequence (Q9BTU6 whole entry, looked up): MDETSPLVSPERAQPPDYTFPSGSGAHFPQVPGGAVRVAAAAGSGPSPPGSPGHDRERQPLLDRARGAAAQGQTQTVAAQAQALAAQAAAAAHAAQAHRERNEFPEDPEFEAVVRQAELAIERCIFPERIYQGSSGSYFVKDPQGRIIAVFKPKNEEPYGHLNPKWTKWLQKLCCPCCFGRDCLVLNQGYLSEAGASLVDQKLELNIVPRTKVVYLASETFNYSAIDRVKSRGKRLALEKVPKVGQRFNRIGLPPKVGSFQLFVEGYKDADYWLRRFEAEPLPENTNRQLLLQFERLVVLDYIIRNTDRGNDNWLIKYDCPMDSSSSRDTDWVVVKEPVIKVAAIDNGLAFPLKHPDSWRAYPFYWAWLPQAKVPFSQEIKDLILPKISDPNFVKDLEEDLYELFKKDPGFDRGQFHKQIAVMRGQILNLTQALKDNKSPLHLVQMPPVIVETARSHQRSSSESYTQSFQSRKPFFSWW
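PI4K2A activity was measured by ADP-Glo luminescence: enzyme (4 ug/mL stock) and phosphatidylinositol (1.2 mM stock) in Tris pH 7.5/MgCl2/EGTA/Triton X-100 buffer were reacted with ATP (300 microM stock) for one hour at ambient temperature.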
BAZ2B inh: BAZ2B (human) inhibition | Q9UIF8 | AlphaScreen BAZ2B-H3K14Ac peptide displacement | Potency, µM (series often up to 114 µM), without a hit: at the highest dose activity change, negative = inhibition, hits mostly inhibitors | 4.4% of 360,000 active | AID 504333; further: potency means the concentration at half of the fitted maximal effect; on the % scale 0 is the no-effect control and ±100 the full control effect; nearly all actives have a fitted effect of over 60% in size
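AlphaScreen luminescence quantifies BAZ2B engagement of H3K14Ac peptide; the protein and biotinylated peptide are both at 50 nM final, buffer PBS pH 7.4 with 0.01% Tween-20, all steps at room temperature.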
GLS inhibitor: inhibitors of human glutaminase (GLS). O94925. AID 624170. 0.21% of 410,000 active. Potency, µM (highest dose often 45.5 µM), inactives show top-dose activity change, negative = inhibition, usual class: inhibitors. GLS enzymatic activity, qHTS titration; further: potency means the concentration at half of the fitted maximal effect; on the % scale 0 is the no-effect control and ±100 the full control effect
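Human kidney-isoform GLS in 45 mM KH2PO4 pH 8.2, 0.02% Tween-20, with compound, started with 1mM L-Glutamine (added stock). Glutamate oxidase/HRP/Amplex red coupled fluorescence read at start and after 30 min at RT.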
RGS4 inh: inhibitors of human regulator of G protein signaling 4. 0.039% of 390,000 active. AID 504845. Transcreener GDP fluorescence polarization, RGS4-accelerated GTP hydrolysis. Potency, µM (highest dose often 114 µM), for the others: at the top dose activity change, negative = inhibition, usual class: inhibitors. P49798; further: potency means the concentration at half of the fitted maximal effect; on the % scale 0 is the no-effect control and ±100 the full control effect; nearly all actives have a fitted effect of over 75% in size; some results filed as inactive show a strong effect at the top dose
Target sequence (P49798 whole entry, looked up): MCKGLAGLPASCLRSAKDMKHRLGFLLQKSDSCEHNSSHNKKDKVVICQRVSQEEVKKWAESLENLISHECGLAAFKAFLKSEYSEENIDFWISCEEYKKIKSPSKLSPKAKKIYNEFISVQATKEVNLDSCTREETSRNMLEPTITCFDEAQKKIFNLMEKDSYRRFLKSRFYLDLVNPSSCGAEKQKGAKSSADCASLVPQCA
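MLSMR compounds (23 nl, pin-transferred) preincubated 10 min at room temperature with a 500nM (2x) first reagent, then RGS4 at 900nM (2x) plus Transcreener GDP mix added; fluorescence polarization (620/688 nm) read before and after 90 min at 30 °C.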
JMJD2A Tudor inh: blocks the human JMJD2A Tudor domain; AID 504339; 4.4% of 390,000 active; Potency, µM (top dose mostly 114 µM), for inactives: at the highest dose activity change, negative = inhibition, actives largely listed as inhibitors; O75164; AlphaScreen JMJD2A-Tudor / H3K4me3 peptide binding; further: potency means the concentration at half of the fitted maximal effect; on the % scale 0 is the no-effect control and ±100 the full control effect; nearly all actives have a fitted effect of over 50% in size
G9a block: inhibitors of human histone lysine methyltransferase G9a. G9a H3K9 monomethylation, AlphaScreen, 2 h. Potency, µM (highest dose often 102 µM), without a hit: top-dose activity, negative = inhibition, hits mostly inhibitors. 8.8% of 350,000 active. AID 504332. Q96KQ7; further: potency means the concentration at half of the fitted maximal effect; on the % scale 0 is the no-effect control and ±100 the full control effect; nearly all actives have a fitted effect of over 75% in size
Target sequence (Q96KQ7 913-1193 limits assumed): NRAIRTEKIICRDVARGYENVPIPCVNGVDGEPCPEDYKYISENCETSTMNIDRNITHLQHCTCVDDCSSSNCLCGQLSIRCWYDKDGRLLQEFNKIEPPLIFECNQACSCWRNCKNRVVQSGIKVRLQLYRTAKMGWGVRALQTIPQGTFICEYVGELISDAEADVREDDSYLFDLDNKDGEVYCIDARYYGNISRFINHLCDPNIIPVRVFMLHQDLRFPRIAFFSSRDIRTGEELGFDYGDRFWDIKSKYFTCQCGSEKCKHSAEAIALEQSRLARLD
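Chemiluminescent proximity detection of H3K9 monomethylation, read after 10 min bead incubation in the dark. Reaction: 20 nM G9a, 500 nM biotin-H3K9 peptide, 20 uM SAM cofactor, 2 h, room temperature, following 15 min enzyme-compound preincubation.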
ALOX12 inh: blocks human arachidonate 12S-lipoxygenase; P18054; purified 12hLO, xylenol orange hydroperoxide absorbance; Potency, µM (titrated, usually from 108 µM), for inactives: at the top dose activity change, negative = inhibition, usual class: inhibitors; 1.1% of 580,000 active; AID 1671190; further: potency means the concentration at half of the fitted maximal effect; on the % scale 0 is the no-effect control and ±100 the full control effect
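Purified human 12hLO (150 nM final) in 25 mM Hepes, 0.01% Triton X-100, pH 7.0 was preincubated 15 min at room temperature with compound. Then 40 uM arachidonic acid was added, 30 min. Hydroperoxide was read by Fe-XO absorbance ratio 573/405 nm.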
HP1b chromo inh: blocks HP1-beta chromodomain binding to methylated histone tails | AlphaScreen HP1-beta / biotin-H3K9me3 peptide binding | AID 540317 | P83916 | 0.56% of 390,000 active | Potency, µM (series often up to 114 µM), for the others: at the highest dose activity change, negative = inhibition, usual class: inhibitors; further: potency means the concentration at half of the fitted maximal effect; nearly all actives have a fitted effect of over 70% in size; inactives centre near 23
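Compound inhibition of the preformed complex between 50 nM HP1-beta and 50 nM biotinylated H3K9me3 peptide was read by AlphaScreen. Buffer was PBS pH 7.4 with 0.01% Tween-20. Incubations ran 30 min at room temperature, with 10 ug/mL donor/acceptor beads.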
* marks the source's active call; other numbers are inactive results; ? = inconclusive; . = not tested or not shown; [ ] = dose if it differs, or a comment. Unless noted, the call rests on the fitted dose curve; in most records, active means well fitted curve in the direction sought with a large enough effect; inconclusive means small, poorly fitted or top-dose-only effect, or another doubt; inactive means no such curve, though single readings can be large; an effect the other way counts as inactive or inconclusive. Not all compounds are listed, so the mix of outcomes need not match the whole.

Compound,ERG-DNA inh,PI4K2A block,BAZ2B inh,GLS inhibitor,RGS4 inh,JMJD2A Tudor inh,G9a block,ALOX12 inh,HP1b chromo inh
CC(=O)c1cccc(N(C(=O)CNC(=O)c2ccco2)C(C(=O)NC2CCCC2)c2ccc(C)o2)c1 (stereo not drawn),-13.9%,-14.3,-14.5%,10.7%,-23.1%,2.4%,-0.5%,-9.0%,50.1%[activator]
O=C(NCc1ccccc1)/C(=C/c1ccc(OC(F)F)cc1)c1ccccc1,-6.8%,-2.8,8.3%,5.6%,-7.4%,21.9%,7.5%,-4.5%,48.5%[activator]
COc1cccc(NC(=O)Cn2c(=O)n(CCc3ccc(OC)c(OC)c3)c(=O)c3ccccc32)c1,2.4%,-4.3,1.0%,7.8%,15.6%,-11.3%,-2.0%[59 µM],0.0%,52.0%[activator]
COc1ccc(C)cc1NC(=O)C(=O)NCCc1csc(-c2ccc(C)cc2)n1,3.1%,-1.5,5.5%,-4.6%,6.6%,-12.6%,1.1%[59 µM],-24.6%,16.2%[57 µM]
OC(c1ccccc1)(C1CCCCC1)C(CN1CCOCC1)c1ccccc1 (stereo not drawn),6.9%,-3.9,-14.6%,13.4%,29.0%,-18.3%,-9.1%[2.33 µM],?,10.7%
Cn1c(=O)c2ncn(CC(=O)O)c2n(C)c1=O,1.3%,-1.5,-10.1%,-1.2%,-16.7%,-1.4%,-3.3%[2.33 µM],-7.9%,43.8%[activator]
COc1cc(/C=C/C(=O)Nc2ccc3nc4n(c(=O)c3c2)CCCC4)cc(OC)c1OC,-2.1%,5.4,3.0%,-9.4%,-17.7%,-3.4%,-3.9%,-5.8%,38.4%
Cn1c(=O)c(C(=O)CSc2nnc(Nc3ccccc3)s2)c(N)n(Cc2ccccc2)c1=O,1.1%,3.3,10.7%,12.5%,-9.4%,-12.4%,-35.6%[12.7 µM],?,36.6%
O=C(NCc1ccccc1)N(Cc1cc2cc3c(cc2[nH]c1=O)OCO3)CC1CCCO1 (stereo not drawn),0.2%,-3.7,.,18.2%,9.6%,2.4%,?,-5.5%,27.7%
O=C(Nc1ccc(Cl)c(C(F)(F)F)c1)NC1CC2CCCC(C1)N2C1CC1 (stereo not drawn),-0.8%,-3.4,.,18.1%,-43.9%,-2.5%,.,8.0%,8.0%
COc1cc2c(cc1OC)C(c1ccccc1C(F)(F)F)CC(=O)N2 (stereo not drawn),-2.6%,4.5,?,-8.2%,4.9%[56.9 µM],-25.8%,11.0%[59 µM],?,43.9%[activator]
CCC(C)Sc1ccc([C@H]2N[C@@](CC(C)C)(C(=O)OC)[C@H]3C(=O)N(C)C(=O)[C@@H]23)cc1 (stereo partly drawn),-2.2%,-4.3,1.5%,-1.8%,-10.2%,-12.1%,-4.0%[2.33 µM],-17.2%,89.7%[activator]
O=C(c1ccc(Cl)c(Cl)c1)N1CCCC1,-2.4%,1.2,10.4%,-2.0%,0.3%[11.4 µM],-10.7%[11.4 µM],?,-7.9%,49.3%[activator]
Cc1ccc(-c2nc(-c3cc4cccc(OCc5cccc(F)c5)c4oc3=O)no2)cc1,-2.9%,1.2,0.7%,-7.7%,-3.6%,-25.6%,4.9%[59 µM],-22.9%,33.5%
CC1CCCC(NCC(O)COC(c2ccc(F)cc2)c2ccc(F)cc2)C1C (stereo not drawn),-4.7%,5.2,?,-1.7%,20.0%,1µM*,8.91µM*,?,?
C=CCNC(=S)N/N=C(\C)c1ccc(-n2ccnc2)cc1,4.3%,6.0,?,11.0%,-10.5%,-20.2%,-4.8%,3.3%,28.0%
CCOC(=O)c1[nH]nc2c1C(=O)N(Cc1ccccc1)C2=O,9.0%,0.8,8.7%,-15.4%,-21.3%,-0.4%,24.4%[2.33 µM],?,48.3%[activator]
CCN(CCn1cccn1)C(=O)CC1C(=O)NCCN1Cc1ccc(OC)c(OC)c1 (stereo not drawn),4.2%,-1.9,-16.1%,-0.9%,23.9%,-8.9%,7.7%,-0.9%,29.7%
CCN(CC)S(=O)(=O)c1cc(-c2nnc(-c3ccc(Br)cc3)o2)ccc1Cl,-6.9%,-5.4,.,4.7%,-2.2%,14.0%,-2.7%[59 µM],0.0%,35.7%
COCCNC(=O)C(c1ccc(C)o1)N(C(=O)C(=O)NC1CCCCC1)c1ccc(F)cc1 (stereo not drawn),-0.9%,4.1,-2.9%,4.8%,7.8%,-4.3%,.,-0.9%,35.9%
CCOC(=O)c1c(NC(=O)CN2CCN(C(=O)c3ccco3)CC2)sc2c1CCCC2,4.8%,6.1,?,-7.9%,17.2%,-13.9%,?,-2.9%,11.9%
Cc1ccc(/C=C/c2onc(C)c2S(=O)(=O)N2CCC(C(=O)N3CCOc4ccc(C)cc43)CC2)cc1,-0.8%,3.9,-18.4%,-11.6%,-2.4%,-26.8%,7.5%[59 µM],-19.1%,2.4%[57 µM]
Cc1ccc(NC(=O)C2CCN(C(=O)c3ccccc3C)CC2)cc1,-3.8%,2.4,5.4%,9.7%,1.5%,-7.1%,25.8%[59 µM],-8.3%,5.8%
Cc1ccc(NC(=O)NC2(C(=O)NCc3ccco3)CCCCC2)cc1,-4.5%,5.2,0.1%,-11.0%,-3.0%,-22.4%,-25.3%[12.7 µM],?,0.5%
CCN(CC(=O)NCc1ccc(F)cc1)C(=O)/C=C/c1ccc(OC)c(S(=O)(=O)NC(C)C)c1,1.8%,-1.2,1.8%,-8.8%,-6.9%,-2.8%,15.9%,1.2%,12.9%
O=C(CCSCc1ccccc1Cl)NC1CCCCC1,0.1%,2.0,-4.6%,4.8%,-23.5%,-13.8%,-25.4%,10.6%,22.9%
CCOC(=O)C1CCCN(C(=O)C2CCN(Cc3nc(-c4ccc(Cl)cc4)oc3C)CC2)C1 (stereo not drawn),-16.4%,5.6,.,-11.5%,-17.8%,-24.9%,.,0.3%,30.3%
O=C(CCCN1CCOC(c2ccccc2)C1)c1ccc(F)cc1 (stereo not drawn),2.0%,3.4,-2.0%,-0.8%,13.8%,-11.5%,11.0%,201.4%[activator],30.0%
O=S(=O)(c1ccc(Cl)s1)N1CCN(Cc2ccccc2)CC1,-2.1%,1.5,18.9%,-2.9%,-15.9%,25.3%,-2.9%[59 µM],-3.7%,75.9%[activator]
CC(=O)NC(=S)Nc1ccc(NC(=O)COc2ccc(Cl)cc2)cc1,7.7%,0.5,-1.1%,-3.1%,-4.3%,-5.0%,5.62µM*,0.0%,43.1%[activator]
O=C(OCC(=O)N1CCN(C(=O)COC(=O)c2ccc(O)cc2O)CC1)c1ccc(O)cc1O,-3.5%,-4.5,5.1%,15.2%,-34.1%,0.0%,4.0%[0.501 µM],-30.5%,34.6%
Cc1cc(/C(N)=N/OC(=O)Nc2ccc(Cl)cc2)no1,9.0%,1.0,3.3%,0.0%,-15.3%,-6.6%,.,-7.7%,12.9%
CCCCc1c(O)nc(SCC(=O)N2CCOCC2)n(-c2ccc(OC)cc2)c1=O,-15.5%,-0.4,-1.1%,0.8%,-10.1%,4.2%,-22.8%,0.0%,19.7%
CC(=O)c1cnc(SCC(=O)O)nc1C,-4.4%,-2.6,9.4%,8.6%,-39.3%,-32.6%,17.9%,0.5%,-15.3%
CN1CCc2c(sc(NC(=O)c3ccc([N+](=O)[O-])o3)c2C(N)=O)C1,-3.9%,-8.1,35.5µM*,6.8%,18.2%,?,35.5µM*,-24.2%,-29.6%
Cc1ccc(S(=O)(=O)NCCn2nc(C)cc2C)cc1,7.5%,-0.9,2.0%,4.6%,8.3%,-4.3%,-8.3%,-14.7%,-10.0%
CCCCn1c(N)c(N(CC(C)C)C(=O)C2CCN(S(=O)(=O)c3ccc(C)cc3)CC2)c(=O)[nH]c1=O,2.3%,-4.7,-5.1%,2.2%,-1.1%,-11.0%,9.9%[0.501 µM],?,13.8%
Nc1c2c(nc3ccn(Cc4ccccc4)c(=O)c13)CCC2,-1.8%,-6.2,10.9%,2.0%,5.7%,-8.0%,4.8%[59 µM],-2.1%,17.8%
CCN(CC)S(=O)(=O)c1ccc(N)cc1,1.0%,0.6,-1.3%,-1.2%,-2.0%,-18.6%,14.6%,1.7%,37.2%[activator]
COC(=O)C1CCN(C(=O)CN2C(=O)NC(CC(C)C)C2=O)CC1 (stereo not drawn),-10.3%,-5.4,.,-0.8%,13.0%,-17.1%,.,-7.0%,30.8%
Cn1cc(CNC(=O)c2ccc(OC3CCN(Cc4ccccn4)CC3)cc2)cn1,5.6%,-0.3,-26.7%,2.8%,8.9%,-11.0%,0.4%,0.0%,28.7%
Cc1cccc2sc(N(CCCN(C)C)C(=O)COc3ccccc3)nc12,-2.4%,-5.3,-15.1%,4.1%,0.2%,?,?,-25.1%,29.5%
Cc1cc(C)cc(C(=O)OCC(=O)NC2CCCC2)c1,1.6%,3.6,3.3%,-2.6%,35.7%,1.3%,1.5%[2.33 µM],-8.1%,47.1%[activator]

Compound activity (PubChem)
